# Rtt109 HAT inh: inhibitors of C. albicans Rtt109/Vps75 HAT, primary screen, biochemical, ThioGlo CoA-SH fluorescence, plate reader | Histone acetyltransferase RTT109 (Candida albicans (strain SC5314 / ATCC MYA-2876)), … | purified Rtt109/Vps75, 4 h | inhibition, % at 34.9 µM | hit rate 0.16% among 330,000 | AID 540336, 2011;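 active = inhibition of at least 50% in every replicate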
# Target sequence (Q5AAJ8 whole entry, looked up): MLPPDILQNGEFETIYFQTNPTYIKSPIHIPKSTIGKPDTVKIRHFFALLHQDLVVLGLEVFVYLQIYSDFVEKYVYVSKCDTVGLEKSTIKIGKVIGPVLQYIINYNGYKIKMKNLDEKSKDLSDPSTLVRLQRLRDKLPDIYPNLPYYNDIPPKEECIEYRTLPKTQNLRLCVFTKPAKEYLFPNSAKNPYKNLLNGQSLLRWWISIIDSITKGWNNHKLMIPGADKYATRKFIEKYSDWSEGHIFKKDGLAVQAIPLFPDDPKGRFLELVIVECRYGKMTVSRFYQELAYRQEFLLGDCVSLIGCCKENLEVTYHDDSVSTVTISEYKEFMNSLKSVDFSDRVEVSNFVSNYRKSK
# Tat transport: E. coli Tat export inhibitors, primary screen, MC4100, TorA-mCherry reporter, fluorescence, single point | hit rate 0.036% among 340,000 | AID 488895, 2010 | inhibition, % at 10 µM;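 active = mean replicate inhibition at least 50% and at least half of replicates individually reaching 50%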;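 also: exported cargo escapes ClpAP degradation while cytoplasmic cargo is degraded and loses fluorescence; 0% = median of neutral control wells and 100% = median of NaSCN control wells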
# PvdQ acylase: P. aeruginosa PvdQ acylase inhibitors, primary screen, biochemical, fluorescence, plate reader and imaging, single point. PvdQ acylase [Pseudomonas aeruginosa LESB58]. purified PvdQ acylase. inhibition, % at 10 µM. hit rate 0.063% among 340,000. AID 488965, 2010; in the data active = inhibition above about 30%, passing the limit was not always enough;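 also: 0% = vehicle neutral wells and 100% = reference inhibitor wells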
# PfHsp90 yeast 2: growth inhibition of PfHsp90-expressing yeast, primary screen, antimalarial PfHsp90 inhibitor project, S. cerevisiae, BacTiter-Glo luminescence, single point, set 2. BacTiter-Glo ATP, 48 h; yeast lacking PDR1 and PDR3 efflux regulators. inhibition, % at 9.4 µM. hit rate 0.32% among 310,000. AID 504621, 2011;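 active = every replicate shows inhibition above about 80%, whatever the replicate mean, limit read from the data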;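 also: 0% = DMSO neutral controls and 100% = 20 µM radicicol positive controls; yeast relying on Plasmodium falciparum Hsp90 in place of its own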
# DAGLB inhibitor: DAGLB lipase inhibitors, primary screen, biochemical, fluorescence, HTS; Diacylglycerol lipase-beta (Homo sapiens), Q8NCG7; HEK293T DAGLB membrane lysate, EnzChek fluorogenic substrate; inhibition, % at 5.17 µM; hit rate 0.059% among 340,000; in the data active = inhibition above about 34%;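 also: 0% = enzyme with vehicle and 100% = wells lacking enzyme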
# Target sequence (Q8NCG7 whole entry, looked up): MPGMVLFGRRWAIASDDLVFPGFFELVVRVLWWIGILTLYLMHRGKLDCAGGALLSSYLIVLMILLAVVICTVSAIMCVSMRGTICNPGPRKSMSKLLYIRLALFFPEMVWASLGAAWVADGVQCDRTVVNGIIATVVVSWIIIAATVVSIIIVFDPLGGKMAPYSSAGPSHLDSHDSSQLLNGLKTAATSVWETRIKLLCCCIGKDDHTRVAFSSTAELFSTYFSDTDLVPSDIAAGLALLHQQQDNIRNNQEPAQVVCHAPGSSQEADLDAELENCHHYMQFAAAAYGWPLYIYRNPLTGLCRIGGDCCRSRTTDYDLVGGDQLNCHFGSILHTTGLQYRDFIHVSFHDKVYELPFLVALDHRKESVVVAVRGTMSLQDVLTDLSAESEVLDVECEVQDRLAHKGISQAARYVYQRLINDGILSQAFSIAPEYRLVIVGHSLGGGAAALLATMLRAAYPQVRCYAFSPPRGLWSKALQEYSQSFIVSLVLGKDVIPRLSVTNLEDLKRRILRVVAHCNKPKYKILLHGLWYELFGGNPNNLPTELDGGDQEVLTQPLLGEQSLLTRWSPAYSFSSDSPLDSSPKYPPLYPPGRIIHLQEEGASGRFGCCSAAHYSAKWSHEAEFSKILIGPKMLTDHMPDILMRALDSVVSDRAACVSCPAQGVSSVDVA
# AddAB inh: growth inhibition of E. coli expressing H. pylori AddAB, primary screen, AddAB inhibitor project, absorbance. inhibition, % at 11.9 µM. hit rate 0.29% among 330,000. AID 435030, 2010; in the data active = inhibition above about 12%;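 also: 0% = vehicle wells of infected cells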
# phage Ecoli inh: growth loss of phage-infected E. coli, primary screen, RecBCD inhibitor project, absorbance, with phage, HTS. inhibition, % at 11.9 µM. AID 651602, 2012. hit rate 0.26% among 360,000; in the data active = inhibition above about 11%
# Wnt bcat act: Wnt/beta-catenin pathway activators, primary screen, cell-based, plate reader, single point | Wnt/beta-catenin reporter cell assay, activator | activation, % at 9.35 µM | hit rate 1.2% among 300,000; in the data active = activation above about 30%, passing the limit was not always enough;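 also: 0% = neutral control wells and 100% = positive control wells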
# CAL PDZ FP: CAL PDZ peptide-binding inhibitors, primary screen, biochemical, fluorescence polarization, Cer-tagged CAL PDZ, HTS; purified CAL PDZ, TMR-peptide fluorescence polarization, 1 h; inhibition, % at 20 µM; hit rate 0.02% among 330,000;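 active = highest replicate inhibition of at least 40%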;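 also: plate controls were DMSO neutral control wells for no effect and unlabeled competitor peptide control wells for full effect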
#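 System: purified tagged CAL PDZ domain construct (CerCALP). Schedule: 1 h incubation at room temperature before polarization reading. Medium: 25 mM sodium phosphate pH 7.4, 150 mM NaCl, TCEP, IgG, Thesit. Read-out: percent inhibition from loss of millipolarization. Measured by: FP readout, S and P plane fluorescence. Probe or stimulus: fluorescent TMR peptide probe.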
# E coli growth: E. coli V3065 growth inhibition, primary screen, counter-screen for AddAB inhibitor project, absorbance, OD600; 18 h; inhibition, % at 11.9 µM; AID 449728, 2010; hit rate 0.27% among 330,000;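 active = inhibition above the campaign's mean inhibition across all tested compounds plus 3 SD, cut at about 9.9% in these data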;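 also: uninfected addAB+ strain grown without phage in ampicillin broth; 0% = DMSO wells and 100% = ciprofloxacin 0.95 µg/ml wells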
# Active calls of the source: *; . = no result given.
SMILES,Rtt109 HAT inh,Tat transport,PvdQ acylase,PfHsp90 yeast 2,DAGLB inhibitor,AddAB inh,phage Ecoli inh,Wnt bcat act,CAL PDZ FP,E coli growth
Cc1nc(Cl)c2oc3ccccc3c2n1,3,3,-1,1,-1,2.1,2.0,-4,0.3,-0.5
CCOC(=O)Cc1csc(NC(=O)c2ccc(C)c(S(=O)(=O)N3CCOCC3)c2)n1,18,1,6,.,-3,2.8,-0.2,-3,-1.3,0.5
C=CCCCCCCCCc1nc(=S)[nH][nH]1,0,-13,-5,7,2,4.8,4.4,3,-0.4,-1.1
[N-]=[N+]=NC[C@H](Cc1ccccc1)N1CC[C@@H](NC(=O)OCc2ccccc2)CCC1=O,8,-3,7,5,-3,1.1,2.6,-3,-0.1,-2.5
Cc1ccc(N2C(=O)N(CC(=O)Nc3ccc(C)c(C)c3[N+](=O)[O-])C(=O)C2C)cc1 (configuration not stated),5,-3,-9,4,-1,2.8,1.7,-1,-1.2,-0.9
CCCCC1(CO)C(=O)N(c2ccccc2)N(c2ccccc2)C1=O,-2,-3,9,-6,-2,4.2,-0.5,1,-1.0,2.0
COc1ccc(S(=O)(=O)N2CCC(O)(c3ccc(Cl)cc3)CC2)cc1OC,-2,-4,-7,18,-3,-1.4,-1.1,-2,-0.6,-2.4
CNC(=O)c1ccsc1NC(=O)C1CCCN1S(=O)(=O)c1cccs1 (configuration not stated),-5,-3,-6,.,2,1.1,5.1,1,-2.0,0.0
Cc1nc(Cl)sc1C(=O)O,1,5,-9,-28,1,3.9,3.5,.,-6.3,2.3
O=C(NCc1cccnc1)c1ccc(COc2ccc3c(c2)CCC3)o1,-10,3,-3,18,0,3.5,4.0,-10,-2.8,2.2
Cc1ccc2nc(NC(=O)c3ccc(Cn4cc(Cl)cn4)o3)sc2c1,1,2,-15,0,-7,2.1,2.5,7,-1.0,2.8
Nc1nc(Nc2ccccc2)nc(NCCO)c1[N+](=O)[O-],15,5,-4,-18,-2,2.5,1.1,3,-1.5,0.9
CCN(C[C@H]1N[C@@](CC)(C(=O)OC)[C@H]2C(=O)N(C)C(=O)[C@@H]12)S(=O)(=O)c1ccc(OC(F)(F)F)cc1,2,1,5,-9,-3,-0.2,0.6,-1,0.6,-1.4
O=S(=O)(Nc1ccc(Oc2ncccn2)c(Cl)c1)c1ccc(Cl)cc1,8,4,-6,5,-1,-1.3,1.4,.,-2.4,-1.4
CCOC(=O)N1CCN(C(=O)Nc2ccc3oc(C)nc3c2)CC1,5,1,1,18,0,-0.2,2.8,19,-2.5,0.9
COc1cc(C2c3c(-c4ccccc4O)n[nH]c3C(=O)N2Cc2ccco2)cc(OC)c1OC (configuration not stated),-17,-6,-12,14,0,-2.0,2.5,1,-1.4,-6.4
Cc1nc(-c2ccc(NC(=O)C3CCCCC3)cc2)cs1,-3,4,-9,22,-1,2.9,2.4,.,-0.6,2.9
CCN1CC2([N+](=O)[O-])C=CC(=O)C([N+](=O)[O-])(C1)C2CC(=O)c1ccccc1 (configuration not stated),10,2,-12,-38,9,-0.8,0.9,2,-0.4,-0.2
CCn1nnnc1-c1ccc(OC)c(S(=O)(=O)Nc2ccc(OC)cc2)c1,-1,-5,-6,-6,1,-0.1,1.5,-2,-1.0,-0.7
N#CCc1c(C#N)c(N)nc(Nc2ccccc2)c1C#N,-17,-4,-10,7,-1,-0.1,-0.5,3,-0.6,0.6
COc1ccc2[nH]c(C)c(CCNC(=S)Nc3cccc(C)c3C)c2c1,0,3,1,16,1,1.2,2.1,-6,0.4,-2.7
COc1ccc(C(=O)NCC(=O)n2nc(C)cc2C)cc1OC,2,-2,0,.,1,1.4,1.4,-4,0.5,-3.7
COC(=O)c1ccccc1NC(=O)c1noc2c1CCC2,-1,1,-10,10,-8,0.3,2.0,.,-0.9,-1.8
CN(C)S(=O)(=O)c1cccc(NC(=O)Cc2ccsc2)c1,3,-7,-20,-19,-3,4.7,3.3,16,-1.3,1.4
COC(=O)c1cc(C(=O)OC)cc(N2C(=O)CC(Sc3nc(C)cc(C)n3)C2=O)c1 (configuration not stated),-1,3,-3,-10,0,-0.7,2.4,.,-1.4,0.8
CCCCOC(=O)CCc1c(C)[nH]c(=O)c(C#N)c1C,-3,3,-5,-12,-1,2.2,0.3,.,-0.2,-0.9
CCc1ccccc1NC(=O)c1cc(S(=O)(=O)N(C)C)ccc1N1CCCC1,-1,-7,-12,2,0,-1.5,1.9,0,-1.9,-0.1
CC(C)c1onc(C(=O)NCc2ccccc2)c1[N+](=O)[O-],-8,3,-4,-19,0,1.8,1.7,.,0.0,0.3
CN(Cc1nccs1)C(=O)C1CCC(=O)N(CCc2cccc(F)c2)C1 (configuration not stated),10,-9,7,-16,-2,0.2,2.6,1,-3.0,-0.8
C=CCOc1ccc2ccccc2c1CNn1cn[nH]c1=S,8,-5,-10,7,-3,3.6,2.5,-1,22,-1.7
Cc1ccc(N2C(=O)[C@@H]3Cc4ccccc4CN3C2=O)cc1,13,1,-8,.,-5,1.4,4.8,14,-1.1,0.8
Cc1ccc(S(=O)(=O)Cc2ccc(C(=O)N3CCN(c4cc(C)ccc4C)CC3)o2)cc1,9,5,-10,.,1,1.8,3.0,.,0.4,-0.8
Cc1cccc(C(=O)NNC(=O)c2ccc3ccccc3c2)c1,-1,1,-16,.,0,.,1.2,-4,0.2,.
Cc1ccc(N(C(=O)Cn2nnc3ccccc32)C(C(=O)NCc2ccccc2)c2ccccn2)cc1 (configuration not stated),4,-6,-2,10,4,1.8,3.6,.,-0.7,0.8
CCC(=O)c1ccc(OC(=O)Cc2ccc(OC)cc2)cc1,-2,3,0,-1,-3,2.1,0.2,-1,.,-1.5
CSc1ccccc1C(=O)N1CCN(c2ncccn2)CC1,1,33,-4,2,0,0.2,4.7,3,0.3,3.1
CN(C)CC1CCC/C(=C\c2ccc(OC(=O)/C=C/c3ccc(Cl)c(Cl)c3)cc2)C1=O (configuration not stated),2,3,11,8,2,.,0.2,-5,-1.1,.
CCc1nc(SCC(=O)c2ccc(C)c(C)c2)n[nH]1,2,-7,-2,11,1,2.4,4.5,14,-0.6,0.2
CCCCn1nnc(NC(=O)c2sc3cc(Cl)ccc3c2Cl)n1,0,15,5,4,-4,1.0,0.2,.,-1.2,-1.3
Cn1cccc1-c1cc(C(=O)N/N=C/c2ccc(F)cc2)[nH]n1,6,3,14,-6,-3,2.6,1.3,2,-2.1,-2.5
c1coc(-c2nnc3sc(-c4cccs4)nn23)c1,.,9,-8,.,4,2.0,0.7,.,-2.1,1.5
CCCCC(=O)Nc1ccc2c(c1)nc1n2CCOC1,6,1,-8,11,1,0.8,-0.1,.,-2.1,0.3
O=c1c(-c2cc3ccccc3o2)[n+]([O-])c2ccccc2n1OCc1ccccn1,-3,3,-2,-7,4,3.1,0.0,.,-1.3,-1.7
CCOP(=O)(OCC)C(NC(=O)c1cc([N+](=O)[O-])cc([N+](=O)[O-])c1)C(F)(F)F (configuration not stated),2,-8,-9,-2,1,3.1,2.9,-2,0.2,-0.9
Cc1noc(C)c1C(=O)NC(Cc1c[nH]c2ccccc12)C(=O)O (configuration not stated),1,5,-13,.,-1,-1.1,1.9,-1,-0.5,1.4
O=C(COc1ccc(C(=O)c2ccccc2)cc1)NCC1CCCCC1,7,2,2,1,-13,-0.3,3.2,-2,-3.0,-2.8
S=c1nc(-c2ccccc2)n(CCCN2CCOCC2)c2c1CCCC2,-11,1,7,0,2,2.0,-0.3,.,0.0,-2.1
O=C(c1cnccn1)N(Cc1ccco1)C1(C(=O)NC2CCCCC2)CCCCC1,3,-1,8,.,-2,-0.1,2.8,-3,0.1,1.0
Cc1ccc(C(C)C)cc1OCCOCCN1CCCC1,0,-4,-13,4,0,4.1,-0.6,-6,-2.5,-1.7
C[C@@H](C(=O)N[C@@H](Cc1c[nH]c2ccccc12)C(=O)O)n1nnc2ccccc2c1=O,1,6,-13,43,1,-1.5,-0.3,1,-0.4,-0.8
C=CCNC(=O)c1c(CSc2ccc(Cl)cc2)noc1C(=O)NCCC,-5,7,-5,11,-8,1.4,0.3,-6,0.3,-2.7
CCOC(=O)C1CCN(c2ncnc3nc[nH]c23)CC1,-14,-3,-1,-17,0,0.1,1.3,-1,-0.6,-0.9
O=C(CC1CCCC1)Nc1ccc2c(c1)CCC2,-7,3,-1,-24,-5,-0.5,1.5,4,-1.7,-3.6
N=c1c2c3c(sc2ncn1N)CCC3,-3,-5,-1,-6,-3,-0.2,4.7,1,-0.5,0.8
COc1ccc(C2/C(=C(/O)c3ccc(Cl)cc3)C(=O)C(=O)N2CCN2CCOCC2)c(OC)c1 (configuration not stated),6,-3,7,2,-1,-0.1,0.7,.,.,-2.7
O=C(O)CCCCCN=Cc1c(O)c2ccccc2oc1=O,-5,-4,-23,29,1,1.7,5.6,-2,-0.4,-2.9
COc1ccc(C(=O)NNC(=O)CCn2nnc(-c3ccc(Cl)cc3)n2)cc1OC,-1,10,-16,-11,1,0.0,2.8,-6,-0.9,-1.7
COC(=O)CC(NS(=O)(=O)c1cccs1)c1ccc2c(c1)OCO2 (configuration not stated),18,-1,-2,10,-2,-1.3,1.4,2,-1.5,1.1
COc1ccc(-c2cc(-c3ccccc3O)[nH]n2)cc1OC,14,3,-4,.,-2,1.2,1.0,.,-3.0,0.1
O=C(NCc1csc(-c2cccs2)n1)C1CC1,-4,-3,-12,-32,1,3.1,1.0,5,-0.2,4.2
Nc1ncnc2c1ncn2C1OC(COP(=O)(O)O)C(O)C1O (configuration not stated),11,0,-6,97*,3,-1.6,0.2,3,0.2,-0.6
COc1ccc(NC(=O)[C@@]2(CC(=O)O)CC(/C=C/c3ccccc3)=NO2)cc1,1,-1,4,1,-1,-1.5,0.7,-1,-1.6,-2.1
COc1cc(/C=C/C(=O)OCC(=O)NNC(=O)c2cc(Cl)ccc2OC)ccc1O,5,-8,-11,7,0,0.2,1.0,-1,-2.3,3.0

# 3 entries out of the list, ordered by length of the SMILES, ascending.
SMILES,Rtt109 HAT inh,Tat transport,PvdQ acylase,PfHsp90 yeast 2,DAGLB inhibitor,AddAB inh,phage Ecoli inh,Wnt bcat act,CAL PDZ FP,E coli growth
O=C(CC1CCCC1)Nc1ccc2c(c1)CCC2,-7,3,-1,-24,-5,-0.5,1.5,4,-1.7,-3.6
COC(=O)CC(NS(=O)(=O)c1cccs1)c1ccc2c(c1)OCO2 (configuration not stated),18,-1,-2,10,-2,-1.3,1.4,2,-1.5,1.1
COc1ccc(NC(=O)[C@@]2(CC(=O)O)CC(/C=C/c3ccccc3)=NO2)cc1,1,-1,4,1,-1,-1.5,0.7,-1,-1.6,-2.1

# From PubChem BioAssay
